# INS-1E ATP HTS: preserves ATP levels in cytokine-treated INS-1E cells; 0.1% of 20,000 active; INS-1E cytokine-induced death, ATP luminescence, 48 h; normalised: neutral wells 0, positive control 100; protection from cytokine-induced ATP loss, % at 10 µM;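 active = mean replicate protection from cytokine-induced ATP loss at least 50% and at least 75% of replicates each reaching 50%; inconclusive = meets only one of the two criteria, mean or replicate share; inactive = fails both the mean and replicate share criteria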
#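 Material: INS-1E rat cells; Quantity: 8000 cells/well; Buffer or medium: phenol-red-free RPMI with 5% fetal bovine serum; Probe or stimulus: cytokine cocktail of IFN-γ, TNF-α and IL-1β; Compound dosing: single test concentration per compound, delivered by pin transfer; Incubation: 48 h co-treatment, 10 min post-lysis read; Signal: CellTiter-Glo luminescence.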
# T cruzi intra: inhibitors of intracellular Trypanosoma cruzi; intracellular Trypanosoma cruzi in host cells, plate reader; activity score (inhibition), % at 5.01 µM; 4.9% of 22,000 active; in the data active = activity score above about 55%; inconclusive = no clear call, values can overlap the other calls;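 also: parasites and compound incubated about four days before reading; 0% = median of neutral control wells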
# * hit, by the source's call; ? = inconclusive; / = no result given.
SMILES,INS-1E ATP HTS,T cruzi intra
COc1ccc(S(=O)(=O)N(C)C[C@@H]2Oc3c(NC(=O)CCCCCC(=O)Nc4ccccc4N)cccc3C(=O)N([C@H](C)CO)C[C@H]2C)cc1,-1,-3
C[C@@H]1CN([C@@H](C)CO)C(=O)Cc2cc(NS(=O)(=O)c3ccc(F)cc3)ccc2O[C@@H]1CN(C)C(=O)Nc1ccc2c(c1)OCO2,0,11
C[C@@H]1CN([C@@H](C)CO)C(=O)c2cc(NC(=O)Nc3ccccc3)ccc2O[C@H]1CN(C)C(=O)Nc1cccc2ccccc12,9,-10
C[C@@H]1CN([C@@H](C)CO)C(=O)CCCn2nncc2CO[C@H]1CN(C)C(=O)C1CC1,/,-11
COc1ccc(-c2cnc3c(c2)C(=O)N([C@H](C)CO)C[C@H](C)[C@H](CN(C)C(=O)Nc2ccccc2)O3)cc1,/,9
Cc1noc(C)c1NC(=O)N(C)C[C@H]1Oc2ccc(NS(=O)(=O)c3cccs3)cc2C(=O)N([C@H](C)CO)C[C@@H]1C,-6,-7
C[C@H](CO)N1C[C@H](C)[C@H](CN(C)S(=O)(=O)c2cn(C)cn2)Oc2ccc(NC(=O)Cc3cn(C)c4ccccc34)cc2C1=O,7,6
Cc1ccc(S(=O)(=O)Nc2cccc3c2O[C@H](CN(C)S(=O)(=O)c2cccs2)[C@H](C)CN([C@H](C)CO)C3=O)cc1,2,44
C[C@H](CO)N1C[C@H](C)[C@H](CN(C)S(C)(=O)=O)Oc2c(NC(=O)c3nc4ccccc4s3)cccc2C1=O,1,-13
COc1ccc(NC(=O)N(C)C[C@@H]2Oc3ccc(NC(=O)Cn4cnnn4)cc3C(=O)N([C@@H](C)CO)C[C@@H]2C)cc1,-7,-1
C[C@@H]1CN([C@@H](C)CO)C(=O)c2cccc(NC(=O)CCCCCC(=O)Nc3ccccc3N)c2O[C@H]1CN(C)C(=O)NC1CCCCC1,1,-9
C[C@H](CO)N1C[C@H](C)[C@H](CN(C)Cc2ccncc2)Oc2c(NS(=O)(=O)c3cccs3)cccc2C1=O,0,-4

# Looked up above:
# Cc1ccc(S(=O)(=O)Nc2cccc3c2O[C@H](CN(C)S(=O)(=O)c2cccs2)[C@H](C)CN([C@H](C)CO)C3=O)cc1 in T cruzi intra is listed with 44
# C[C@H](CO)N1C[C@H](C)[C@H](CN(C)Cc2ccncc2)Oc2c(NS(=O)(=O)c3cccs3)cccc2C1=O in INS-1E ATP HTS is listed with 0

# Profiles, quoted from the list. Order of screens: INS-1E ATP HTS | T cruzi intra
# C[C@H](CO)N1C[C@H](C)[C@H](CN(C)S(C)(=O)=O)Oc2c(NC(=O)c3nc4ccccc4s3)cccc2C1=O is listed as 1 | -13
# C[C@@H]1CN([C@@H](C)CO)C(=O)Cc2cc(NS(=O)(=O)c3ccc(F)cc3)ccc2O[C@@H]1CN(C)C(=O)Nc1ccc2c(c1)OCO2 is listed as 0 | 11
# COc1ccc(-c2cnc3c(c2)C(=O)N([C@H](C)CO)C[C@H](C)[C@H](CN(C)C(=O)Nc2ccccc2)O3)cc1 is listed as / | 9
# C[C@@H]1CN([C@@H](C)CO)C(=O)c2cccc(NC(=O)CCCCCC(=O)Nc3ccccc3N)c2O[C@H]1CN(C)C(=O)NC1CCCCC1 is listed as 1 | -9
# C[C@@H]1CN([C@@H](C)CO)C(=O)CCCn2nncc2CO[C@H]1CN(C)C(=O)C1CC1 is listed as / | -11

# New compounds follow
SMILES,INS-1E ATP HTS,T cruzi intra
C[C@@H]1CN([C@H](C)CO)C(=O)Cc2cc(NC(=O)Nc3ccccc3)ccc2O[C@@H]1CN(C)Cc1ccc(Cl)c(Cl)c1,-26,41
Cc1cc(C(=O)Nc2cccc3c2O[C@H](CN(C)C(=O)Nc2ccc(F)cc2)[C@@H](C)CN([C@@H](C)CO)C3=O)n(C)n1,-1,-25
C[C@H](CO)N1C[C@H](C)[C@@H](CN(C)CC2CC2)Oc2ccc(NS(=O)(=O)c3cccs3)cc2C1=O,4,9
C[C@H]1CN([C@@H](C)CO)C(=O)Cc2cc(NC(=O)NC3CCCCC3)ccc2O[C@@H]1CN(C)S(=O)(=O)c1cn(C)cn1,-1,-11
C[C@H](CO)N1C[C@H](C)[C@H](CN(C)Cc2ccc(F)cc2)Oc2ncc(-c3cccc(C(F)(F)F)c3)cc2C1=O,/,62*
C[C@@H]1CN([C@@H](C)CO)C(=O)Cc2cc(NC(=O)C3CCCCC3)ccc2O[C@@H]1CN(C)S(C)(=O)=O,6,-9
C[C@@H]1CN([C@@H](C)CO)C(=O)c2cc(NC(=O)Cc3ccccc3)ccc2O[C@H]1CN(C)Cc1ccc(C(=O)Nc2ccccc2N)cc1,-3,-9
C[C@H](CO)N1C[C@H](C)[C@H](CN(C)C(=O)Nc2ccc(F)cc2)Oc2c(NC(=O)c3ccncc3)cccc2C1=O,2,81*
C[C@@H]1CN([C@@H](C)CO)C(=O)c2cccc(NC(=O)Nc3ccc(C(F)(F)F)cc3)c2O[C@H]1CN(C)Cc1ccc(C(=O)Nc2ccccc2N)cc1,-26,?
CN(C)c1ccc(/C=N/NC(=O)CCCCC(=O)NO)cc1,33,11
C[C@H]1CN([C@@H](C)CO)C(=O)c2cc(NC(=O)Nc3ccc(F)cc3)ccc2O[C@@H]1CN(C)Cc1ccccc1,-1,3
COc1ccc(S(=O)(=O)Nc2cccc3c2O[C@@H](CN(C)C(=O)Nc2ccccc2)[C@H](C)CN([C@@H](C)CO)C3=O)cc1,6,28
C[C@@H]1CN([C@@H](C)CO)C(=O)c2cc(NS(=O)(=O)c3cn(C)cn3)ccc2O[C@H]1CN(C)C(=O)Nc1ccc(C(F)(F)F)cc1,2,-10
COc1cccc(-c2cnc3c(c2)C(=O)N([C@H](C)CO)C[C@H](C)[C@H](CN(C)C(=O)NC2CCCC2)O3)c1,/,15
C[C@@H]1CN([C@@H](C)CO)C(=O)c2cc(NC(=O)NC3CCCCC3)ccc2O[C@@H]1CN(C)Cc1ccccc1,-5,-10
C[C@H](CO)N1C[C@H](C)[C@H](CN(C)Cc2ccc(C(=O)Nc3ccccc3N)cc2)Oc2ccc(NS(=O)(=O)c3ccccc3)cc2C1=O,-10,42
CC(C)NC(=O)N(C)C[C@H]1Oc2ccc(NS(C)(=O)=O)cc2C(=O)N([C@H](C)CO)C[C@@H]1C,10,-39
COc1ccc(NC(=O)N(C)C[C@@H]2OCc3cnnn3CCCC(=O)N([C@@H](C)CO)C[C@H]2C)c(OC)c1,10,-18
C[C@@H]1CN([C@@H](C)CO)C(=O)c2cccc(NS(=O)(=O)c3ccc(F)cc3)c2O[C@@H]1CN(C)C,11,-36
C[C@@H]1CN([C@@H](C)CO)C(=O)c2cccc(NC(=O)c3ccc(-c4nccs4)cc3)c2O[C@@H]1CN(C)CC1CCCCC1,-36,-4
C[C@H](CO)N1C[C@H](C)[C@H](CN(C)C(=O)Nc2ccc(F)cc2)Oc2ccc(NS(=O)(=O)c3cccs3)cc2CC1=O,-3,-14
C[C@@H]1CCCCO[C@H](CN(C)Cc2ccc(Cl)c(Cl)c2)[C@@H](C)CN([C@H](C)CO)C(=O)c2cc(NC(=O)Nc3ccc4c(c3)OCO4)ccc2O1,-26,69*
C[C@@H]1CN([C@@H](C)CO)C(=O)c2cc(NC(=O)Nc3ccc(C(F)(F)F)cc3)ccc2O[C@H]1CN(C)CC1CCCCC1,-22,40
C[C@@H]1CN([C@H](C)CO)C(=O)Cc2cc(NC(=O)C3CC3)ccc2O[C@@H]1CN(C)C(=O)NC1CCCCC1,1,-5
COc1ccc(NC(=O)Nc2ccc3c(c2)CC(=O)N([C@@H](C)CO)C[C@@H](C)[C@@H](CN(C)Cc2ccc(Oc4ccccc4)cc2)O3)cc1,-12,60*
O=C(NO)c1cccc(C(=O)N/N=C/C2=CCCCC2)c1,-4,-3
COc1ccc(NC(=O)N(C)C[C@H]2Oc3ccc(NC(=O)C4CC4)cc3CC(=O)N([C@@H](C)CO)C[C@H]2C)cc1,11,-24
C[C@H]1CN([C@@H](C)CO)C(=O)Cc2cc(NS(=O)(=O)c3ccccc3)ccc2O[C@@H]1CN(C)S(=O)(=O)c1cn(C)cn1,2,-34
Cc1ccc(S(=O)(=O)N(C)C[C@@H]2Oc3c(NS(=O)(=O)c4ccc(F)cc4)cccc3C(=O)N([C@@H](C)CO)C[C@@H]2C)cc1,5,3
COc1ccc(CN(C)C[C@H]2Oc3c(NC(=O)Nc4ccc(C(F)(F)F)cc4)cccc3C(=O)N([C@H](C)CO)C[C@@H]2C)cc1,-19,46
Cc1ccc(S(=O)(=O)Nc2ccc3c(c2)C(=O)N([C@H](C)CO)C[C@@H](C)[C@H](CN(C)C(=O)NC2CCCCC2)O3)cc1,-1,8
C[C@H](CO)N1C[C@H](C)[C@H](CN(C)Cc2ccccc2)Oc2ccc(NS(=O)(=O)c3cccs3)cc2C1=O,-11,14
Cc1noc(C)c1NC(=O)Nc1ccc2c(c1)CC(=O)N([C@H](C)CO)C[C@@H](C)[C@H](CN(C)C)O2,4,-8
C[C@@H]1CN([C@@H](C)CO)C(=O)c2cccc(NC(=O)Nc3ccc4c(c3)OCO4)c2O[C@@H]1CN(C)C(=O)Nc1cccc2ccccc12,6,8
Cc1cc(C(=O)Nc2cccc3c2O[C@H](CN(C)C(=O)Nc2ccc(C(F)(F)F)cc2)[C@H](C)CN([C@@H](C)CO)C3=O)n(C)n1,11,-31
O=C(CCCCCCC(=O)Nc1ccccc1O)N/N=C/c1ccc(OCc2ccccc2)cc1O,10,78*
C[C@H](CO)N1C[C@H](C)[C@H](CN(C)S(=O)(=O)c2cn(C)cn2)Oc2ccc(NS(=O)(=O)c3cn(C)cn3)cc2CC1=O,-9,-28
C[C@@H]1CN([C@@H](C)CO)C(=O)c2cc(NS(=O)(=O)c3ccc(F)cc3)ccc2O[C@@H]1CN(C)CC1CC1,-7,-12
C[C@@H]1CCCCO[C@H](CN(C)C)[C@@H](C)CN([C@H](C)CO)C(=O)c2cc(N(C)C)ccc2O1,7,-12
COc1cccc(S(=O)(=O)N(C)C[C@@H]2OCc3cn(nn3)CCCC(=O)N([C@H](C)CO)C[C@H]2C)c1,/,-4
C[C@H]1CN([C@@H](C)CO)C(=O)CCCn2cc(nn2)CO[C@H]1CN(C)S(=O)(=O)c1ccc(Cl)cc1,/,-17
C[C@H]1CN([C@@H](C)CO)C(=O)c2cccc(NC(=O)c3ccc(-c4nccs4)cc3)c2O[C@@H]1CN(C)Cc1ccc2c(c1)OCO2,-14,8
C[C@@H]1CN([C@@H](C)CO)C(=O)c2cccc(NC(=O)C3CC3)c2O[C@H]1CN(C)S(=O)(=O)c1ccc(Cl)cc1,12,-4
C[C@@H]1CN([C@H](C)CO)C(=O)c2cc(N(C)C)ccc2O[C@@H]1CN(C)Cc1ccccc1,-5,-10
C[C@@H]1CN([C@H](C)CO)C(=O)c2cc(NC(=O)Cc3cn(C)c4ccccc34)ccc2O[C@H]1CN(C)C(=O)Nc1ccc(C(F)(F)F)cc1,-6,9
C[C@H]1CN([C@@H](C)CO)C(=O)c2cc(NC(=O)Nc3ccc(F)cc3)ccc2O[C@@H]1CN(C)S(=O)(=O)c1ccc(F)cc1,/,4
C[C@@H]1CN([C@H](C)CO)C(=O)c2cccc(NC(=O)C3CC3)c2O[C@@H]1CN(C)Cc1ccc(-c2ccccc2)cc1,-24,-17
C[C@H](CO)N1C[C@H](C)[C@@H](CN(C)Cc2ccc(C(=O)O)cc2)Oc2c(NS(=O)(=O)c3ccc(F)cc3)cccc2C1=O,7,-10

# Given with tabs: 2 of the compounds above
compound	INS-1E ATP HTS	T cruzi intra
C[C@H]1CN([C@@H](C)CO)C(=O)c2cccc(NC(=O)c3ccc(-c4nccs4)cc3)c2O[C@@H]1CN(C)Cc1ccc2c(c1)OCO2	-14	8
C[C@@H]1CN([C@@H](C)CO)C(=O)c2cccc(NC(=O)C3CC3)c2O[C@H]1CN(C)S(=O)(=O)c1ccc(Cl)cc1	12	-4

# Other structures follow.
SMILES,INS-1E ATP HTS,T cruzi intra
Cc1ccccc1CN(C)C[C@@H]1OCc2cn(nn2)CCCC(=O)N([C@H](C)CO)C[C@@H]1C,/,-13
C[C@@H]1CN([C@@H](C)CO)C(=O)c2cc(NC(=O)CCN3CCOCC3)ccc2O[C@H]1CN(C)C,3,8
COC(=O)CCCCCCC(=O)N/N=C/c1ccncc1Br,1,-3
C[C@@H]1CCCCO[C@H](CN(C)Cc2ccc(Cl)c(Cl)c2)[C@@H](C)CN([C@H](C)CO)C(=O)c2cc(NC(=O)C3CCCCC3)ccc2O1,-7,43
CC(C)NC(=O)N(C)C[C@H]1Oc2ccc(NC(=O)CCN3CCOCC3)cc2C(=O)N([C@H](C)CO)C[C@H]1C,6,14
CNC[C@H]1Oc2c(NC(=O)Nc3ccc4c(c3)OCO4)cccc2C(=O)N([C@H](C)CO)C[C@H]1C,-6,-42
C[C@@H]1CCCCO[C@@H](CN(C)C(=O)Nc2ccc(C(F)(F)F)cc2)[C@@H](C)CN([C@H](C)CO)C(=O)c2cc(NC(=O)CCCCCC(=O)Nc3ccccc3N)ccc2O1,-9,16
C[C@@H]1CN([C@@H](C)CO)C(=O)c2cccc(NS(C)(=O)=O)c2O[C@@H]1CN(C)Cc1ccncc1,4,-21
COc1ccc(S(=O)(=O)Nc2ccc3c(c2)C(=O)N([C@@H](C)CO)C[C@H](C)[C@H](CN(C)S(=O)(=O)c2ccccc2)O3)cc1,-1,11
CNC[C@@H]1Oc2ccc(NS(=O)(=O)c3ccc(C)cc3)cc2CC(=O)N([C@@H](C)CO)C[C@@H]1C,6,-8
COC(=O)CCCCCCC(=O)NN=C1CCCCCCC1,0,-23
CCCC(O)C#Cc1cnc2c(c1)C(=O)N([C@H](C)CO)C[C@H](C)[C@H](CN(C)S(=O)(=O)c1ccc(C#N)cc1)O2 (stereo partly drawn),-4,11

# Screening data: PubChem BioAssay, Broad Institute
